aDG glyco act: activators of alpha-DG glycosylation, primary screen, uHTS, Pro5-aDG cells, AlphaScreen. alpha-DG glycosylation AlphaScreen (IIH6); 0% Pro5, 100% B10-LARGE cell signal. activation, % at 10 µM. actives 0.22% (n = 360,000);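 active = activation of at least 8% versus controls, or a plate z-score of at least 8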;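 note: Pro5 are CHO cells carrying HIG-tagged alpha-DG that lacks glycosylation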
hiPSC survival: enhancers of single-cell hiPSC survival, primary screen, ATPlite luminescence; 100% = ROCK inhibitor wells, 0% = DMSO; survival enhancement, % at 20 µM; actives 0.044% (n = 360,000); in the data active = survival enhancement above about 18%;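 note: cells exposed to compounds for 16 hours before the ATP read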
Granule exo inh: LAMP-1 surface exposure blockers, TALL-104 cells – cell-based, flow cytometry, MLPCN library, primary screen. TALL-104 LAMP-1 surface exposure; cells stimulated with thapsigargin and PMA. actives 0.66% (n = 360,000). inhibition, % at 10 µM. AID 651702, 2012;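 active = inhibition above about 55%, limit read from the data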
m5-HT2A agonist: mouse Htr2a agonists via beta-arrestin recruitment, primary screen, cell-based, luminescence | 5-hydroxytryptamine receptor 2A (Mus musculus), P35363 | activation, % at 7.6 µM | CHO-K1 mHTR2A beta-arrestin complementation; percent of 30 µM serotonin response | AID 624169, 2012 | actives 0.66% (n = 360,000);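 active = activation above a run cutoff, the mean activation of all tested compounds plus 3 SD, cut at about 14% in these data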;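 note: 0% = plate median of compound wells and 100% = 30 µM serotonin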
ABHD5 PLIN5 PPI: ABHD5-PLIN5 interaction inhibitors, primary screen, cell lysate, split luciferase complementation, luminescence. Perilipin-5 (Homo sapiens) + 1-acylglycerol-3-phosphate O-acyltransferase ABHD5 (Homo …. Split G. princeps luciferase complementation, 4 h. inhibition, % at 4 µM. actives 0.78% (n = 360,000);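 active = inhibition above the mean inhibition across every tested compound plus 3 SD, cut at about 22% in these data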;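 note: 0% = DMSO only wells and the 100% control is not disclosed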
Target sequence (Q00G26 whole entry, looked up): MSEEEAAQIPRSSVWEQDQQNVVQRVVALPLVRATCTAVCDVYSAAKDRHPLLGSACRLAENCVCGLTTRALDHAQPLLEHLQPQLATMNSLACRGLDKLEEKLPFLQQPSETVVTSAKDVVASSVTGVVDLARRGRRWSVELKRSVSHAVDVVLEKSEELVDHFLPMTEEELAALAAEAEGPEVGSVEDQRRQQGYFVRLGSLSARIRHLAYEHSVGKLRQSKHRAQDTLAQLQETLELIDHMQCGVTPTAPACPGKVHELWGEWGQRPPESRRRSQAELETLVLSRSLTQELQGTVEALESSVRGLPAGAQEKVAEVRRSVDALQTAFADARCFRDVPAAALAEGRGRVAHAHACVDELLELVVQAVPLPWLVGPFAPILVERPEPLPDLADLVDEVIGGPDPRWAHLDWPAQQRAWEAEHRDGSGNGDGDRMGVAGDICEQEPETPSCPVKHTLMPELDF
Target sequence (Q8WTS1 whole entry, looked up): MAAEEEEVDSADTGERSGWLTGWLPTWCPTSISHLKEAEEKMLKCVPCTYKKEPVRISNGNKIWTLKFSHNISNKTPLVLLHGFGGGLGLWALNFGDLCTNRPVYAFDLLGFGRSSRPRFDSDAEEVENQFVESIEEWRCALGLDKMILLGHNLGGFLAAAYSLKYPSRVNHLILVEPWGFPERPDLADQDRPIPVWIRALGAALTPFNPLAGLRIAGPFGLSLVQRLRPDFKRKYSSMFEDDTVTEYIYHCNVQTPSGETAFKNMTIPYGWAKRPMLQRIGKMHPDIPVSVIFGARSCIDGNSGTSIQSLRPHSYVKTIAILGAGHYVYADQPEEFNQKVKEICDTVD
MC4R ag barr: MC4R agonists recruiting beta-arrestin, primary screen, cell-based, luminescence, agonist arm of biased-ligand search; activation, % at 8.9 µM; Melanocortin receptor 4 (Homo sapiens), P32245; actives 0.98% (n = 360,000); AID 540308, 2011; U2OS MC4R beta-arrestin complementation; percent of melanotan II response, DMSO zero;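 active = activation above a per-plate cutoff, the mean activation of sample wells on that plate plus 3 SD, cut at about 8% in these data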
N-glyco inh: increase of ERlucT glycosylation luciferase signal, primary screen, N-linked glycosylation inhibitor project, D54 ERlucT cells, luminescence, set 2. D54 ERlucT glycosylation luciferase reporter, 24 h; percent of 100 nM tunicamycin response. reporter increase, % at 12.5 µM. actives 0.23% (n = 360,000);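 active = mean luciferase reporter signal, scaled so untreated is 0 and the glycosylation-blocking control 100, at or above a set limit in every replicate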;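 note: luciferase carries N-glycosylation sites so blocking glycosylation raises the light; 0% = median of neutral control wells and 100% = median of 100 nM tunicamycin wells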
Cardio protect: cardioprotection against H2O2-induced cell death, primary screen, uHTS, H9c2 cells, ATPLite luminescence; H9c2 cardiomyocytes, H2O2 injury protection, 2 h; protection from H2O2 cell death, % at 20 µM; actives 0.63% (n = 360,000); AID 588492, 2011;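 active = compounds giving at least 50% protection of heart cells from peroxide-induced death in the single-dose screen, raw or plate-pattern-corrected value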;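 note: 0% = DMSO wells with peroxide and 100% = DMSO wells without peroxide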
ABCB6 inh MLPCN: ABCB6 transporter inhibitors, primary screen, K562-ABCB6 cells, flow cytometry, MLPCN library; ATP-binding cassette sub-family B member 6 (Homo sapiens), Q9NP58; K562-ABCB6 porphyrin accumulation, 1 h; stronger effect = lower value; fluorescence ratio to DMSO, % at 10 µM; actives 0.19% (n = 360,000); AID 602162, 2011;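 active = fluorescence ratio to DMSO below 75%, the collection mean minus 3 SD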;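 note: signal is porphyrin accumulated inside mitochondria; 100% equals median channel fluorescence of DMSO control wells; lower ratio means ABCB6 inhibition with less porphyrin fluorescence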
MC4R antagonist: MC4R antagonists of cAMP signaling, primary screen, cell-based, TR-FRET, antagonist arm of biased-ligand search | Melanocortin receptor 4 (Homo sapiens), P32245 | MC4R-expressing cells, MTII-stimulated cAMP, LANCE TR-FRET | inhibition, % at 6.5 µM | AID 540295, 2011 | actives 0.48% (n = 360,000);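 active = inhibition above its plate's cutoff, the mean of tested wells on that plate plus 3 SD, cut at about 29% in these data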;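 note: 0% = Melanotan II alone and 100% = Melanotan II plus saturating MCL0020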
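System: U2OS cells stably expressing human melanocortin 4 receptor (MC4R). Reagent: Melanotan II challenge after compound preincubation. Doses: 6.5 µM. Times: 30-min compound, 1-h challenge, 1-h detection, room temperature. Measured by: TR-FRET with Eu-cAMP and labeled anti-cAMP, 671 nm. Replicates: singlicate.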
An asterisk follows results filed as active; x = not tested or not shown.

SMILES	aDG glyco act	hiPSC survival	Granule exo inh	m5-HT2A agonist	ABHD5 PLIN5 PPI	MC4R ag barr	N-glyco inh	Cardio protect	ABCB6 inh MLPCN	MC4R antagonist
O=C(Nc1ccc(Cl)c([N+](=O)[O-])c1)c1cnccn1	-0.3	1.4	4	-1	0	-1.8	0	10	91	7
CCOc1ccc(C(=O)N/N=C/c2ccc(-c3ccc(S(=O)(=O)Nc4ncccn4)cc3)o2)cc1	-0.3	1.2	1	2	0	-2.3	-1	8	104	-5
CCOC(=O)C(C#N)C(=N)C1C(=O)OC2CCCCC21 (stereo unspecified)	0.1	0.3	4	0	-6	-3.1	2	1	107	5
O=C(O)c1ccc(C2(c3ccc(C(=O)O)cc3)OC(=O)c3ccccc32)cc1	-0.1	-0.1	-1	-2	1	2.1	0	1	102	14
CCc1nnc(NC(=O)CSc2nnc3ncccn23)s1	0.0	-1.9	-2	-10	3	-1.0	2	1	93	-3
CN(C(=O)COC(=O)c1cc2ccccc2cc1O)C1CCCCC1	0.0	-1.0	-9	5	0	2.6	-3	-8	96	-2
C/C(=N\NC(=O)Cn1ccc(C(F)(F)F)n1)c1ccco1	0.0	-1.2	4	1	1	-1.0	1	3	106	13
CCCC1(c2ccccc2)NC(=O)N(CC(=O)NCc2ccc(C)cc2)C1=O (stereo unspecified)	0.1	0.3	13	6	-4	-0.1	-1	1	97	-3
O=C1CCC(C(=O)N2CCN(c3cnccn3)CC2)CN1CCc1ccccc1 (stereo unspecified)	-0.1	1.1	-7	-1	-5	0.6	1	6	97	-2
CS(=O)(=O)N(CC(=O)N1CCCC1)c1ccc(OCc2ccccc2)cc1	0.1	1.4	-2	-6	-4	1.4	-1	-6	99	11
Cc1cc2cc(CNC(=O)c3ccc(Br)o3)ccc2[nH]1	0.1	-0.7	17	3	7	0.7	0	8	107	3
COc1cc(OC)cc(C(=O)Nc2ccc(C(=O)NCC3CCCO3)cc2)c1 (stereo unspecified)	-0.1	0.9	2	4	2	1.3	0	11	96	1
N#Cc1c2c(c(Nc3ccccc3)n3c1nc1ccccc13)CCC2	0.6	1.4	5	3	-11	3.4	0	-8	163	-7
COc1ccccc1CNC(=O)CN(CCc1ccccc1)S(C)(=O)=O	0.1	0.5	1	6	5	1.3	1	-2	97	8
O=C1Nc2ccccc2C1(O)c1ccccc1O (stereo unspecified)	0.1	-0.7	-4	-3	-5	0.2	0	4	96	11
COc1ccc(N2CCN(C(=O)CSc3nc4[nH]ncc4c(=O)n3-c3ccc(Br)cc3)CC2)cc1	0.7	-1.1	-1	-1	7	-4.1	3	28	96	13
Cc1ccc(C)c(SCC(=O)Nc2cc(S(=O)(=O)N3CCOCC3)ccc2C)c1	0.0	-0.5	1	-8	-3	-2.5	0	-6	105	3
Cc1ccc(C(=O)Nc2cccc(-c3ccc(N4CCOCC4)nn3)c2)cc1C	-0.4	0.5	6	-3	3	0.5	-8	5	100	13
O=C1CC(N2CCN(Cc3ccc4c(c3)OCO4)CC2)C(=O)N1CCc1ccccc1 (stereo unspecified)	0.3	-1.6	-7	2	6	0.7	-2	-9	95	1
Cc1ccc(NC(=O)c2ccc(Cl)c(S(=O)(=O)N3CCCC3)c2)nc1	0.4	0.1	-1	0	-2	-3.3	-3	-5	103	-5
CCOc1ccc(C)cc1S(=O)(=O)n1ccnc1	-0.4	0.0	-2	-3	1	-0.7	0	4	96	10
CC1CCC2(CC1)NC(=O)N(CC(=O)Nc1ccc3c(c1)OCO3)C2=O (stereo unspecified)	-0.1	-0.2	-2	-2	5	-0.2	1	5	94	3
c1ccc(Cn2ncc3c(N4CCOCC4)ncnc32)cc1	-0.1	0.5	-4	-2	2	1.9	-1	7	99	-2
CCC(=O)Nc1ccc(C(=O)CSc2nc3ccccc3[nH]2)cc1	-0.1	0.4	-2	-2	1	0.3	-1	5	112	1

Quoted at random: 2 entries already listed.
SMILES	aDG glyco act	hiPSC survival	Granule exo inh	m5-HT2A agonist	ABHD5 PLIN5 PPI	MC4R ag barr	N-glyco inh	Cardio protect	ABCB6 inh MLPCN	MC4R antagonist
N#Cc1c2c(c(Nc3ccccc3)n3c1nc1ccccc13)CCC2	0.6	1.4	5	3	-11	3.4	0	-8	163	-7
O=C1Nc2ccccc2C1(O)c1ccccc1O (stereo unspecified)	0.1	-0.7	-4	-3	-5	0.2	0	4	96	11

4 of these compounds, set out differently:
SMILES,aDG glyco act,hiPSC survival,Granule exo inh,m5-HT2A agonist,ABHD5 PLIN5 PPI,MC4R ag barr,N-glyco inh,Cardio protect,ABCB6 inh MLPCN,MC4R antagonist
O=C1CC(N2CCN(Cc3ccc4c(c3)OCO4)CC2)C(=O)N1CCc1ccccc1 (stereo unspecified),0.3,-1.6,-7,2,6,0.7,-2,-9,95,1
c1ccc(Cn2ncc3c(N4CCOCC4)ncnc32)cc1,-0.1,0.5,-4,-2,2,1.9,-1,7,99,-2
COc1ccccc1CNC(=O)CN(CCc1ccccc1)S(C)(=O)=O,0.1,0.5,1,6,5,1.3,1,-2,97,8
Cc1ccc(C)c(SCC(=O)Nc2cc(S(=O)(=O)N3CCOCC3)ccc2C)c1,0.0,-0.5,1,-8,-3,-2.5,0,-6,105,3

Record cards (already shown).
Record of N#Cc1c2c(c(Nc3ccccc3)n3c1nc1ccccc13)CCC2 : aDG glyco act = 0.6; hiPSC survival = 1.4; Granule exo inh = 5; m5-HT2A agonist = 3; ABHD5 PLIN5 PPI = -11; MC4R ag barr = 3.4; N-glyco inh = 0; Cardio protect = -8; ABCB6 inh MLPCN = 163; MC4R antagonist = -7
Record of COc1cc(OC)cc(C(=O)Nc2ccc(C(=O)NCC3CCCO3)cc2)c1 (stereo unspecified) : aDG glyco act = -0.1; hiPSC survival = 0.9; Granule exo inh = 2; m5-HT2A agonist = 4; ABHD5 PLIN5 PPI = 2; MC4R ag barr = 1.3; N-glyco inh = 0; Cardio protect = 11; ABCB6 inh MLPCN = 96; MC4R antagonist = 1

Additional results:
SMILES	aDG glyco act	hiPSC survival	Granule exo inh	m5-HT2A agonist	ABHD5 PLIN5 PPI	MC4R ag barr	N-glyco inh	Cardio protect	ABCB6 inh MLPCN	MC4R antagonist
Nc1ncnc(NCc2ccc(F)cc2)c1[N+](=O)[O-]	0.4	7.7	-1	2	2	0.1	-11	46	99	-5
Cc1nc(NC(=O)COC(=O)C2CC2C)c(Cl)cc1Cl (stereo unspecified)	-0.3	0.2	3	0	-3	-1.0	1	7	98	11
O=C(CN(C(=O)CCC(=O)Nc1ccccn1)C1CCCC1)NCc1ccccc1	0.0	-0.3	-12	8	0	-0.2	1	-4	97	0
CCOc1ccc(OCC)c(NC(=O)CCNS(=O)(=O)c2cc(Br)cnc2N)c1	0.0	0.6	-2	8	-3	-2.0	-2	-1	94	7
CC1Cc2ccccc2N1C(=O)CN1C(=O)CN(C)C(=O)c2ccccc21 (stereo unspecified)	0.0	2.6	-2	-2	-1	-3.7	0	6	101	-4
CN(C)C(=O)CSc1nc2ccccc2c(=O)[nH]1	-0.3	-1.6	0	1	0	-2.4	-1	81*	100	-5
CCOC(=O)Cn1cnc2c(nnn2-c2ccc(C)cc2)c1=O	-0.1	-1.7	2	5	-2	-0.6	2	3	102	-2
CCCOc1ccc(OCC(=O)c2[nH]c(C)c(C(C)=O)c2C)cc1	1.4	-0.6	0	3	0	-1.6	0	-18	98	-7
CN1CCn2cnc(C(=O)NCc3ccc(CNC(=O)OC(C)(C)C)cc3)c2C1=O	0.2	0.0	0	-1	2	x	4	3	100	x
COc1cccc(Nc2c([N+](=O)[O-])cncc2[N+](=O)[O-])c1	0.0	-0.2	13	4	-3	1.7	0	1	101	2
CC(=O)Nc1c(Cl)cc2c(c1Cl)Cc1cc(C#N)ccc1-2	0.0	-1.8	-3	-3	-12	4.9	4	6	94	5
CCN(CC)C(=O)COC(=O)C1CCN(S(=O)(=O)c2ccc3c(c2)OCCO3)CC1	0.0	0.9	3	-9	-8	-2.5	1	0	84	3
COc1cccc(C2C3=C(CC(C)(C)CC3=O)Nc3cc4c(cc32)OCO4)c1 (stereo unspecified)	0.1	-0.9	0	-1	-3	-0.7	-2	16	100	1
CCOC(=O)c1ccc(S(=O)(=O)N2CCN(C(=O)c3cccc(S(=O)(=O)N4CC(C)OC(C)C4)c3)CC2)cc1 (stereo unspecified)	-0.2	-0.5	1	-4	-3	-2.2	4	-6	86	14
C[C@@H]1CCCCO[C@H](CN(C)S(=O)(=O)c2cccs2)[C@@H](C)CN([C@H](C)CO)C(=O)c2cc(NC(=O)Nc3ccc4c(c3)OCO4)ccc2O1	-0.5	-1.8	-8	-1	1	-0.8	-5	12	101	6
COc1ccc(CCC(C)Nc2cccc(F)c2)cc1 (stereo unspecified)	-0.2	-0.9	2	-7	-5	0.1	-3	-7	101	4
N#Cc1c(NC(=O)CN2CCOCC2)oc(-c2ccccc2)c1-c1ccccc1	-0.1	-2.7	2	-1	0	-0.4	0	5	99	10
CCc1noc(C)c1C(=O)NC1CCCc2c1cnn2-c1ccc(C(C)(C)C)cc1 (stereo unspecified)	0.2	-0.5	-11	4	-3	-0.4	0	-3	104	-2
CC(=O)c1cccc(NC(=O)N2CCC(NC(=O)c3ccco3)CC2)c1	0.0	-0.4	-7	11	-2	0.6	3	6	101	0
O=C(Nc1nc(-c2nc3ccccc3s2)cs1)c1ccc(S(=O)(=O)N2CCOCC2)cc1	0.9	1.3	62*	8	0	6.0	-3	18	90	14
NC(=NCCc1c[nH]c2ccccc12)NS(=O)(=O)c1cc(F)ccc1F	0.1	-0.8	5	-6	8	-0.1	-3	0	97	2
COc1cc(CNc2ccc(N3CCCCC3)cc2)ccc1OCC(=O)NC(C)(C)C	-0.1	-0.7	1	5	-6	-0.1	0	-14	96	11
CCOc1ccc(S(=O)(=O)N(CC)CC(=O)NCc2cccnc2)cc1	0.0	-0.5	-4	10	-8	1.8	0	0	109	-2
Cc1cc(NCCNC2=CC(=O)CCC2)nc2ccccc12	0.6	6.4	-5	-2	2	-1.8	10	7	126	6
COc1ccc(CCNC(=O)CCn2c(SCC#N)nc3ccccc3c2=O)cc1OC	-0.3	0.7	3	2	4	-1.8	-1	2	97	12
